RAD54 branch: blocks human RAD54 Holliday junction branch migration. FAM/BHQ fluorescence. inhibition, % at 10.4 µM. 360,000 compounds, 0.14% hits;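 active = mean normalized replicate activity at least 40 and at least half of replicates scoring 40 or more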;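 also: 0% = median of neutral control wells and 100% = median of positive control wells; inhibitors cause a drop in the FAM fluorescence signal; in these data hits start at about 50%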
ARNT-TACC3 inh: disrupts binding between human ARNT and TACC3. Q9Y6A5. AlphaScreen His-ARNT PAS-B/GST-TACC3 binding, luminescence; TACC3 fragment carries E629A point mutation. inhibition, % at 9.99 µM. 390,000 compounds, 0.66% hits. AID 623870;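 active = mean inhibition of replicates at least 50% and at least half of replicates each reaching 50%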;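 also: 0% = complete ARNT plus TACC3 wells and 100% = ARNT alone without TACC3; many hits fall short of the cut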
PglD DTNB: blocks C. jejuni PglD acetyltransferase activity. purified PglD enzyme, DTNB colorimetric CoA detection. inhibition, % at 12.5 µM. 360,000 compounds, 0.098% hits. AID 602405; in the data active = inhibition above about 16%, passing the limit was not always enough; also: strong numbers were not always called active
RAD52 anneal inh: blocks human RAD52 DNA annealing; P43351; recombinant RAD52 DNA annealing, FRET fluorescence; inhibition, % at 18.7 µM; 360,000 compounds, 0.46% hits; AID 651710;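 active = every replicate showing at least 50% inhibition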
Casp6 inh: inhibitors of human caspase-6; 350,000 compounds, 0.53% hits; inhibition, % at 12.5 µM; AID 686996; purified caspase-6, Z-VEID-R110 cleavage fluorescence; P55212;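 active = mean inhibition across replicates at least about 35%, with every replicate also reaching that limit, limit read from the data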;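 also: 0% = median of neutral control wells and 100% = no fluorescence left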
Target sequence (P55212 24-179 limits assumed): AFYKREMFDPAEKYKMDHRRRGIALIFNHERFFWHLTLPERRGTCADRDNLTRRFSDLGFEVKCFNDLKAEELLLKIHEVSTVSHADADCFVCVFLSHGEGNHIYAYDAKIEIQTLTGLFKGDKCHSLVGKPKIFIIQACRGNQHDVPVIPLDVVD
Target sequence (P55212 194-293 limits assumed): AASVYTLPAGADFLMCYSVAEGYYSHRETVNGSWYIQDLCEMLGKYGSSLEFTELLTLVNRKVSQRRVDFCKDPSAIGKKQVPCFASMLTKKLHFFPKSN
E-sel inducer: induces E-selectin expression in human endothelial cells | P16581 | HUVEC E-selectin immunofluorescence imaging; normalized: neutral wells 0, TNF-alpha wells 100 | activation, % at 7.58 µM | 260,000 compounds, 0.37% hits | AID 686992;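 active = mean E-selectin-positive cell signal at least 10% of the positive control, reached in at least 60% of replicates, without over 20% cell loss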;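 also: in these data hits start at about 27%; measured in HUVEC primary endothelial cells; signal is the percent of cells scored E-selectin positive by PE staining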
Target sequence (P16581 whole entry, looked up): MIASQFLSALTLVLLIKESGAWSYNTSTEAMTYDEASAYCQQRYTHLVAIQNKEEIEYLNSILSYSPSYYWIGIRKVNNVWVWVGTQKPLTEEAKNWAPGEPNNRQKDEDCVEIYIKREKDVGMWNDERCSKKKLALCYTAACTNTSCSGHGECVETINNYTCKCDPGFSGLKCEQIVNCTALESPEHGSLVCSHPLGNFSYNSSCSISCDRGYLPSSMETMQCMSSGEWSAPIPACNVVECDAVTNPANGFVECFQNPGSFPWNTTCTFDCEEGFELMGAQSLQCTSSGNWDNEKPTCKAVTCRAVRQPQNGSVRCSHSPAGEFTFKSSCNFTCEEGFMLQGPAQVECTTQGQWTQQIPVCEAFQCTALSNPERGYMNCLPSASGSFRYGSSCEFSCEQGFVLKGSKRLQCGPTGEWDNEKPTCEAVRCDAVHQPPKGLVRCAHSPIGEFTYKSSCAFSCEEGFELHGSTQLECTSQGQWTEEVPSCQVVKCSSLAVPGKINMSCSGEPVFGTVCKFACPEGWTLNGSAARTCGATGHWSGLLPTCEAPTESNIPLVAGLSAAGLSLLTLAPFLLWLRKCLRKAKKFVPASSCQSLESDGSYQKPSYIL
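assay system = HUVEC, human umbilical vein endothelial cells | input = 3,000 HUVEC seeded per well | medium = EGM-2 growth medium on 0.1% gelatin-coated wells | dosing = one compound dose added by pin transfer | signal = immunofluorescence imaging | read-out basis = % PE-positive cells | control set = TNF-alpha, DMSO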
ERp5 inh: blocks human ERp5 reductase activity on insulin; Q15084; ERp5 insulin aggregation, absorbance 650 nm, 90 min; inhibition, % at 9.99 µM; 350,000 compounds, 0.05% hits; AID 651711;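 active = mean replicate inhibition above about 25%, with every replicate also reaching it, limit read from the data, passing the limit was not always enough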
esBAF inh: inhibitors of esBAF chromatin remodeling in mouse ES cells | AID 602393 | Bmi1-luciferase knock-in reporter, 24 h; 100% = twice the neutral-well signal | 350,000 compounds, 2% hits | reporter increase, % at 12.5 µM; in the data active = activation above about 40%;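 also: 0% = median of the plate's neutral control wells and 100% = double that signal; a rise in the Bmi1 reporter signal indicates esBAF inhibition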
* hit, by the source's call; · = not tested or not shown; & = joins results of further samples. Rows were taken by chance (roughly 3.2% active in at least one column).

SMILES	RAD54 branch	ARNT-TACC3 inh	PglD DTNB	RAD52 anneal inh	Casp6 inh	E-sel inducer	ERp5 inh	esBAF inh
C[C@@H]1CCCCO[C@@H](CN(C)C(=O)Nc2ccc3c(c2)OCO3)[C@@H](C)CN([C@@H](C)CO)C(=O)c2cc(NS(=O)(=O)c3ccccc3)ccc2O1	-3	6	0	-1	4	1.4	2	3
O=C(CN(C(=O)CCC(=O)Nc1nccs1)c1ccc(F)cc1)NCc1ccco1	2	-1	0	·	·	·	·	10
CC(=O)Nc1ccc(OCC(=O)NC(C)c2ccc(F)cc2)cc1 (stereo not given)	4	-3	3	-13	-2	3.2	4	-4
CN(C)CC(=O)N1[C@H](CO)[C@@H](c2ccccc2)C12CN(C(=O)c1ccccc1)C2	·	·	·	-1	-1	0.4	-1	·
COCCN(Cc1ccccc1)C(=O)c1cccc(S(=O)(=O)N(C)c2c(C)n(C)n(-c3ccccc3)c2=O)c1	-3	-17	3	-12	-148	·	2	0
Cc1noc(C)c1S(=O)(=O)Nc1ccc2c(c1)CC(=O)N([C@H](C)CO)C[C@H](C)[C@H](CN(C)C)O2	4	0	5	5	0	0.9	-6	0
COc1ccc(C2(C)CC(=O)NC2=O)cc1 (stereo not given)	-9	1	3	6	-5	0.0	-1	-9
Cc1ccnc(NC(=O)Cn2cc([N+](=O)[O-])cn2)c1	·	-1	·	-1	-1	·	3	·
COc1ccccc1NS(=O)(=O)c1cccc(C(=O)NNC(=O)c2ccc(=O)[nH]c2)c1	10	-2	-2	-12	-1	0.4	-1	-2
COc1ccc(S(=O)(=O)NC(=O)C2(C)CCN2C(=O)Cc2ccc(C(C)(C)C)cc2)cc1 (stereo not given)	-4	·	-1	8	-1	0.0	1	-11
Cc1nn(C)c2c1NC(=O)CS2	-4	·	1	-7	2	0.1	-11	0
COC(CNC(=S)Nc1ccc([N+](=O)[O-])cc1)OC	·	-3	·	-12	3	0.0	2	·
Cn1cnc(S(=O)(=O)N2C[C@H](O)COC[C@H]3O[C@H](CC(=O)NCc4cccc(F)c4)CC[C@@H]32)c1	-11	-1	0	-7	2	0.0	2	-2
COc1ccc2c(c1OC)C(=O)N(c1cccc(C(F)(F)F)c1)C2	2	11	-2	·	·	·	·	46*
CO[C@@H]1CN(C)C(=O)c2ccc(NC(=O)Nc3ccc(Cl)cc3)cc2OC[C@@H](C)N(C)C[C@@H]1C	12	0	2	21	-12	-0.1	-2	-1
O=C(CCNC(=O)c1ccco1)Nc1ccc(SC(F)F)cc1	·	-2	·	-8	0	-0.2	0	·
COC(=O)CN1C(=O)[C@H]2[C@@H](c3ccc(C)o3)N3C(=O)CN(Cc4ccccc4)C(=O)[C@@]3(C)[C@H]2C1=O	0	-2	-3	-2	1	0.0	2	3
Cc1cccc(NC(=O)N2CCC(n3nnc4cc(C)ccc43)CC2)c1	0	-2	0	-14	-3	·	5	-4
O=C(CCl)NC(Cc1ccccc1)c1ccccc1 (stereo not given)	·	-3	·	-21	4	·	7	·
O=C(Nc1ccc(F)cc1F)c1ccc(-n2cccn2)nc1	·	4	·	-11	0	1.3	2	·

Reformatted in CSV form: entries from further up
molecule,RAD54 branch,ARNT-TACC3 inh,PglD DTNB,RAD52 anneal inh,Casp6 inh,E-sel inducer,ERp5 inh,esBAF inh
Cc1ccnc(NC(=O)Cn2cc([N+](=O)[O-])cn2)c1,·,-1,·,-1,-1,·,3,·
COc1ccccc1NS(=O)(=O)c1cccc(C(=O)NNC(=O)c2ccc(=O)[nH]c2)c1,10,-2,-2,-12,-1,0.4,-1,-2
COc1ccc(S(=O)(=O)NC(=O)C2(C)CCN2C(=O)Cc2ccc(C(C)(C)C)cc2)cc1 (stereo not given),-4,·,-1,8,-1,0.0,1,-11
Cc1nn(C)c2c1NC(=O)CS2,-4,·,1,-7,2,0.1,-11,0
COC(CNC(=S)Nc1ccc([N+](=O)[O-])cc1)OC,·,-3,·,-12,3,0.0,2,·
Cn1cnc(S(=O)(=O)N2C[C@H](O)COC[C@H]3O[C@H](CC(=O)NCc4cccc(F)c4)CC[C@@H]32)c1,-11,-1,0,-7,2,0.0,2,-2
COc1ccc2c(c1OC)C(=O)N(c1cccc(C(F)(F)F)c1)C2,2,11,-2,·,·,·,·,46*
CO[C@@H]1CN(C)C(=O)c2ccc(NC(=O)Nc3ccc(Cl)cc3)cc2OC[C@@H](C)N(C)C[C@@H]1C,12,0,2,21,-12,-0.1,-2,-1
O=C(CCNC(=O)c1ccco1)Nc1ccc(SC(F)F)cc1,·,-2,·,-8,0,-0.2,0,·
COC(=O)CN1C(=O)[C@H]2[C@@H](c3ccc(C)o3)N3C(=O)CN(Cc4ccccc4)C(=O)[C@@]3(C)[C@H]2C1=O,0,-2,-3,-2,1,0.0,2,3
Cc1cccc(NC(=O)N2CCC(n3nnc4cc(C)ccc43)CC2)c1,0,-2,0,-14,-3,·,5,-4
O=C(CCl)NC(Cc1ccccc1)c1ccccc1 (stereo not given),·,-3,·,-21,4,·,7,·
O=C(Nc1ccc(F)cc1F)c1ccc(-n2cccn2)nc1,·,4,·,-11,0,1.3,2,·

Remaining list, next part
SMILES	RAD54 branch	ARNT-TACC3 inh	PglD DTNB	RAD52 anneal inh	Casp6 inh	E-sel inducer	ERp5 inh	esBAF inh
COc1ccc(NC(=O)C2CCN(C(=O)Nc3ccc(C)cc3)CC2)cc1OC	8	10	6	-8	1	0.1	-2	4
COc1ccc(-c2cc3cc4c(cc3cn2)OCO4)cc1	2	-5	-9	-9	0	0.0	0	-32
CC(=O)NC(=S)Nc1ccc(S(=O)(=O)N2CCOCC2)cc1	·	-3	·	4	0	·	-1	·
CCOC(=O)c1c(C)nc2cc(C)cc(C)n12	·	1	·	-18	1	0.0	-1	·
CO[C@@H]1CN(C)C(=O)c2ccc(NS(C)(=O)=O)cc2OC[C@H](C)N(S(C)(=O)=O)C[C@H]1C	-10	-1	6	20	2	-0.2	-1	-8
CCC(=O)N1CC2(C1)[C@@H](c1ccc(-c3ccc(F)cc3)cc1)[C@@H](CO)N2C(C)=O	·	·	·	-12	0	0.9	-3	·
COc1ccc(C2=CC(=O)C[C@H](c3ccc(F)cc3)C2)c(F)c1F	12	-3	-2	-3	2	6.3	1	0
CN(C(=O)c1ccc(N2CCCCC2)c([N+](=O)[O-])c1)C1(C)CCS(=O)(=O)C1 (stereo not given)	5	21	0	-2	-2	-0.7	0	·
O=C(CNC(=O)c1ccco1)NC1CCCCCC1	-7	2	-2	-5	2	-0.4	1	31
COC(=O)c1cc(S(=O)(=O)NCCc2ccc(C)cc2)c[nH]1	-1	-7	1	-12	3	0.2	5	2
COCCCN(C(C)=O)c1nc(-c2ccccc2)cs1	1	·	4	11	4	·	2	46*
CC(=O)Nc1ccc(S(=O)(=O)Nc2cccc(S(=O)(=O)N(C)c3ccccc3)c2)cc1	2	0	-4	-5	2	·	1	0
CCN(CC)c1ncnc2c1ncn2[C@H]1CN(Cc2ccco2)C[C@@H](CO)O1	0	·	0	-21	0	·	-7	-5
CN1C(=O)c2ccccc2Sc2ccc(NC(=O)N3CCOCC3)cc21	1	-4	-2	-27	·	·	20	1
N#CC(OC(=O)c1ccccc1)c1cccc([N+](=O)[O-])c1 (stereo not given)	4	1	-8	-9	0	-0.2	5	16
CN(CC(=O)Nc1ccc(Cl)c(C(F)(F)F)c1)C(=O)CCNC(=O)c1ccco1	2	-2	4	-1	-4	0.5	4	7
CN1CCN(c2ccccc2NC(=O)c2ccc(Br)o2)CC1	-4	-4	-4	·	·	·	·	7
Cc1cc(=O)oc2cc(OCC#N)ccc12	0	·	2	0	0	0.1	3	2
Cc1cccc(-c2ccc([C@H]3[C@@H](CO)N4CCCCN(CCC(F)(F)F)C[C@H]34)cc2)c1	-1	31	3	-6	-9	-0.8	3	·
COc1cccc2c(=O)c3ccoc3n(C)c12	13	8	3	-2	-2	·	2	-3

Only RAD52 anneal inh and esBAF inh, for 2 of the compounds above:
SMILES | RAD52 anneal inh | esBAF inh
Cc1cccc(-c2ccc([C@H]3[C@@H](CO)N4CCCCN(CCC(F)(F)F)C[C@H]34)cc2)c1 | -6 | ·
C[C@@H]1CCCCO[C@@H](CN(C)C(=O)Nc2ccc3c(c2)OCO3)[C@@H](C)CN([C@@H](C)CO)C(=O)c2cc(NS(=O)(=O)c3ccccc3)ccc2O1 | -1 | 3

Further results follow:
SMILES	RAD54 branch	ARNT-TACC3 inh	PglD DTNB	RAD52 anneal inh	Casp6 inh	E-sel inducer	ERp5 inh	esBAF inh
Cn1cccc1C(=O)NNC(=O)COc1ccc(C#N)cc1	2	-6	-7	-17	2	-0.2	3	-10
CC1Cc2[nH][nH]c(=O)c2C(C2CCCC2)O1 (stereo not given)	·	·	·	6	1	-0.2	8	·
Cc1nc2ccccc2n1CCc1nc2c3ccccc3nc(SCC(=O)NCc3ccco3)n2n1	13	-3	1	·	·	·	·	-3
Cc1ccc(/C=C/C(=O)N2CCN(c3cccc(C(F)(F)F)c3)CC2)cc1	·	-3	·	-6	-1	·	3	·
CN1C(=O)c2cc(NC(=O)c3cccc(C(F)(F)F)c3)ccc2OC[C@H]2O[C@H](CC(=O)NCCN3CCCC3)CC[C@@H]21	2	6	2	4	2	-0.2	3	0
CCCNC(=O)N1[C@@H]2CN(C(=O)c3ccc(F)cc3)c3ccccc3[C@@H]2[C@@H]1CO	-1	1	8	13	2	0.1	-1	-4
O=C(Nc1ccc(Cl)cc1Cl)c1n[nH]c(Cn2cncn2)n1	4	11	-2	·	·	·	·	3
Cc1ccc(OCCCCn2ccnc2)c(Cl)c1	-5	8	-2	-7	1	·	2	27
C/C(CC(=O)Nc1ccc(Br)cc1)=N\NC(=O)Cc1csc(N)n1	0	1	1	-27	0	0.1	9	8
Cc1ccc(S(=O)(=O)Nc2ccc3c(c2)C(=O)N([C@@H](C)CO)C[C@H](C)[C@@H](CN(C)Cc2ccc(C(=O)O)cc2)OCCCC[C@H](C)O3)cc1	1	0	-1	7	0	·	-1	3
O=C1c2cccnc2C(Nc2ccc(Br)cc2)N1Cc1cccs1 (stereo not given)	-6	-8	3	-4	11	·	3	0
C[C@H]1CN([C@@H](C)CO)C(=O)Cc2cc(NC(=O)Cc3ccccc3)ccc2O[C@H]1CN(C)C(=O)Nc1ccccc1	6	-5	8	12	-1	-0.1	0	-2
O=C(Nc1nnc([C@H]2C[C@H](O)[C@@H](CO)O2)s1)Nc1ccccc1C(F)(F)F	6	·	-4	-8	1	0.1	-2	0
CO[C@@H]1CN(C)C(=O)c2cc(NC(C)=O)ccc2OC[C@H](C)N(C(=O)c2ccccc2)C[C@H]1C	-6	-4	1	14	1	0.1	-1	1
COc1ccc(-n2c(CNC(=O)c3cccs3)n[nH]c2=S)cc1	-20	-4	-1	-8	8	·	1	3
CNC[C@@H]1Oc2cc(-c3ccncc3)ccc2S(=O)(=O)N([C@@H](C)CO)C[C@H]1C	4	·	0	·	·	-0.7	·	5
Cc1cc2c(cc1C)NC(c1nc3ccccc3[nH]1)C1=C(CC(C)(C)CC1=O)N2 (stereo not given)	8	0	-1	·	·	·	·	25
CCCCCC(=O)N1C[C@H](O)[C@@H](n2cc(COC(=O)c3ccccc3)nn2)C[C@@H]1c1ccc(Cl)cc1	·	·	·	-14	1	-0.4	-4	3
O=C(C1CCOCC1)N1CC2(C1)[C@H](c1ccccc1)[C@H](CO)N2CCC(F)(F)F	·	·	·	-21	-1	0.0	3	·
CCCNC(=O)C[C@H]1CC[C@@H]2[C@H](COC[C@@H](O)CN2C(=O)c2cccnc2)O1	-4	-1	1	-42	-2	0.1	3	-1
COc1ccc(NC(=O)N(C)C[C@@H]2OCc3cnnn3CCCC(=O)N([C@@H](C)CO)C[C@@H]2C)cc1	-1	-6	-1	-14&10	-3&-2	-3.0&0.5	1&2	-2
CN(C)C(=O)C[C@@H]1C[C@@H]2c3cc(NC(=O)C4CCC4)ccc3O[C@@H]2[C@@H](CO)O1	2	-8	3	-6	3	0.2	11	6
O=C(C[C@H]1C[C@@H]2c3cc(NC(=O)NC4CCCCC4)ccc3O[C@@H]2[C@H](CO)O1)NC1CCCCC1	·	·	·	10	2	0.1	-2	·

Assay outcomes as filed in PubChem BioAssay.
